# OXTR potentiate: human OXTR potentiators, primary screen, fluorescence, CHO-OTR cells, Fluo-8 calcium; AID 2445, 2010; Fluo-8 calcium fluorescence, potentiator mode; 0% = oxytocin EC15, 100% = EC100; hit rate 0.061% among 320,000; activation, % at 3 µM;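 active means activation above that plate's cutoff, the mean activation of tested compounds plus 3 SD, cut at about 6.6% in these data, passing the limit was not always enough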;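 further: 100% uses oxytocin at 75 nM as the full agonist control; some results filed as inactive read as strong as hits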
# Target sequence (P30559 whole entry, looked up): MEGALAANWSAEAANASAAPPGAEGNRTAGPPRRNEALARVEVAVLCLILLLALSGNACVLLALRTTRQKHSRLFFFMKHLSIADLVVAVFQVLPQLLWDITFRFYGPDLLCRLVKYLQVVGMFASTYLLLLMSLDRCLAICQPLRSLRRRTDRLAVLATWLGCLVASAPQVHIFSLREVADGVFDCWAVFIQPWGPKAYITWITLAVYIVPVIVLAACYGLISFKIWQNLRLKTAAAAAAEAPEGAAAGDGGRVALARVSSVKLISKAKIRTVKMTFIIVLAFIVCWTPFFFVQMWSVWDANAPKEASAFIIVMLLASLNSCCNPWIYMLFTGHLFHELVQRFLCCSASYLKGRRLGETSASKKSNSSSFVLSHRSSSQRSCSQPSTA
#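 Material: human OTR in CHO cells. Compound: 3.0 µM, one dose. Timing: compound 6 min at room temperature before oxytocin, 100 s read. Evaluation: % activation of max/min ratio relative to oxytocin controls. Replication: single well per compound, singlicate. Signal: Fluo-8 calcium dye fluorescence.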
# TAAR1 antag: human TAAR1 antagonists, primary screen, Fluo-8 calcium fluorescence, CHO RD-HGA16 cells | Trace amine-associated receptor 1 (Homo sapiens), Q96RJ0 | antagonist | inhibition, % at 3 µM | hit rate 1.5% among 360,000;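 active means inhibition above a per-plate cutoff, the mean inhibition of test compounds on that plate plus 3 SD, cut at about 49% in these data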;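 further: 0% = DMSO plus EC80 beta-PEA response and 100% = DMSO alone without agonist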
#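 System: CHO RD-HGA16 cells bearing hTAAR1. Reagent: EC80 β-phenethylamine stimulus. Schedule: seeding 17-24 h prior, 75-min 37 °C, 30-min RT dye loading. Signal: Fluo-8 intracellular calcium dye fluorescence, real-time kinetic reads. Read-out: % inhibition from peak post-agonist over basal fluorescence ratio. Benchmarks: vehicle wells and EC80 agonist wells. Replicates: n of 1.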
# M1 antag: human M1 muscarinic receptor antagonists, primary screen, CHO-K1 cells, Fluo-8 calcium fluorescence, 1536-well. Muscarinic acetylcholine receptor M1 (Homo sapiens), P11229. CHO-K1 hM1, ACh EC80 antagonist. inhibition, % at 3 µM. hit rate 1.3% among 360,000. AID 588852, 2011;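 active means percent inhibition above its own plate's cutoff, namely the mean of that plate's compound wells plus 3 SD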;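 further: peak over basal fluorescence ratio during 140 s after agonist addition; 0% = ACh EC80 plus DMSO and 100% = DMSO alone without agonist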
# Target sequence (P11229 whole entry, looked up): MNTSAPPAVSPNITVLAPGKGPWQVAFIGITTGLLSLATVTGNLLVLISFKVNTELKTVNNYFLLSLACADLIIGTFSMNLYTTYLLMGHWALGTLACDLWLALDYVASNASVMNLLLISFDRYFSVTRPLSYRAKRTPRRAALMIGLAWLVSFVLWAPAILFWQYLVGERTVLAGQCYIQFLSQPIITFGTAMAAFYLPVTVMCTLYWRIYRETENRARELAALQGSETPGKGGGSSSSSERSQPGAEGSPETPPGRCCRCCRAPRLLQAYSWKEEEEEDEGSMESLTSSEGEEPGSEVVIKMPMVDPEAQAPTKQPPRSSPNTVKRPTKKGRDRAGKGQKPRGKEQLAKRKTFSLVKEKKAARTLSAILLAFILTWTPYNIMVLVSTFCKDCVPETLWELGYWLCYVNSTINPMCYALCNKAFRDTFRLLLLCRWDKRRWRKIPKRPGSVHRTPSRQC
# M1 PAM parental: nonselective calcium activators in parental CHO-K1 cells, primary screen, counter-screen for M1 PAM project, cell-based, Fluo-8 calcium fluorescence, full deck, 1536-well; ATP EC20; 0% at ATP EC20, 100% at ATP max; activation, % at 3 µM; hit rate 0.02% among 360,000; AID 602247, 2012;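 active means activation above the run cutoff, the mean activation of all test compounds plus 3 SD, cut at about 40% in these data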;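 further: peak over basal fluorescence ratio in a 140 s read after ATP addition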
# M1 ag parental: counter-screen for M1 agonists: effect in parental CHO-K1 cells; hit rate 0.48% among 360,000; Fluo-8 calcium fluorescence; scaled to maximal ATP response, vehicle zero; activation, % at 3 µM; in the data active means activation above about 15%;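 further: untransfected CHO-K1 host cells lacking M1 receptor as counterscreen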
# CHO-K1 Ca antag: M1 antagonist counterscreen hit in parental CHO-K1 cells. hit rate 0.6% among 360,000. AID 602250. inhibition, % at 3 µM. ATP-induced calcium, Fluo-8 fluorescence;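 active means inhibition above a per-plate cutoff, the plate's mean sample inhibition plus 3 SD, cut at about 24% in these data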;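 further: 0% = DMSO plus EC80 ATP and 100% = DMSO alone without ATP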
# TAAR1 ag: human TAAR1 agonists, primary screen, Fluo-8 calcium fluorescence, CHO RD-HGA16 cells. vehicle wells 0%, saturating PEA agonist 100%. activation, % at 3 µM. hit rate 0.99% among 360,000. AID 624467, 2012;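 active means activation above the mean activation of all test compounds in the run plus 3 SD, cut at about 38% in these data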
#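 System: CHO RD-HGA16 cells carrying human TAAR1 plus Gα16; Incubation: 17-24 h seeding, 75 min 37 °C dye, 30 min RT; Measured by: Fluo-8 fluorescence, 5 s baseline then 140 s kinetic read; Control set: DMSO and PEA EC100; Replication: single well for each compound.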
# M1 ag: human M1 muscarinic receptor agonists, primary screen, Fluo-8 calcium fluorescence, CHO-K1 cells, HTS. Muscarinic acetylcholine receptor M1 (Homo sapiens), P11229. activation, % at 3 µM. AID 588814, 2011. hit rate 0.33% among 360,000. CHO-K1 hM1, agonist mode; 0% DMSO, 100% acetylcholine EC100;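 active means activation above the run's mean compound activation plus 3 SD, cut at about 16% in these data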;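 further: peak over basal fluorescence ratio within a 140 s kinetic read after compound addition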
# CHO parental Ca: ATP-evoked calcium signal inhibitors, parental CHO, primary screen, counter-screen for OX1R antagonist project, cell-based, fluorescence, Fluo-8 calcium dye. hit rate 0.63% among 330,000. inhibition, % at 5.6 µM. AID 463079, 2010. parental CHO-K1, ATP-induced calcium, Fluo-8 fluorescence;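 active means inhibition above that plate's mean sample inhibition plus 3 SD, cut at about 26% in these data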;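 further: 0% = ATP-challenged DMSO wells and 100% = DMSO wells without ATP; some compounds past the cut are filed as inactive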
#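 material = parental CHO cells | also added = ATP as calcium-mobilizing challenge | dosing = single point at 5.6 µM | detection = intracellular calcium via Fluo-8 no-wash fluorescent dye | read-out = % inhibition | benchmarks = low control ATP plus DMSO, high control DMSO only | repeats = one well per compound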
# Numbers without * were called inactive; . = not tested or not shown.
SMILES,OXTR potentiate,TAAR1 antag,M1 antag,M1 PAM parental,M1 ag parental,CHO-K1 Ca antag,TAAR1 ag,M1 ag,CHO parental Ca
CC(=O)c1cccc(NC(=O)CCOc2ccccc2)c1,-8,-2,-8,24,3.1,-21,1,-2,-12
Cc1nc2ccccc2c(=O)n1/N=C/c1ccc(C(C)C)cc1,-16,61*,4,0,-0.3,-2,4,-3,-6
COc1ccc(-c2csc3ncnc(N4CCN(CCO)CC4)c23)cc1,-12,-11,-4,-6,0.7,-11,6,-9,-11
CCN(Cc1cccs1)C(=O)CN1CCN(S(=O)(=O)c2ccc3c(c2)OCCCO3)CC1,.,15,-13,14,4.3,-13,9,-5,.
Nc1nc(Cl)cc(Oc2ccc([N+](=O)[O-])cc2)n1,-10,-7,0,7,1.2,-9,3,-5,-16
CCOC(=O)N1CCC(NC(=O)C2=CCN(S(=O)(=O)c3ccc(F)cc3)CC2)CC1,-6,-11,-13,20,2.2,-10,0,-2,-6
CCCNC(=O)c1ccc2c(=O)c(O)c(C)[nH]c2c1,1,-23,0,5,0.6,-7,7,-2,-12
COc1cc2nc(CN3CCC(Cc4ccccc4)CC3)[nH]c(=O)c2cc1OC,-2,0,23,-11,0.0,2,-1,-4,-8
CC1CC(C)(C)NC(=S)N1CCCC(=O)Nc1ccc(F)c(F)c1 (stereo not given),-1,-3,-1,-9,1.6,-13,0,-5,-8
C=CCN(CC=C)C(=O)CN1C(=O)c2ccccc2C1=O,2,0,-1,-3,1.0,1,9,-2,-5
COc1ccc(NC(=S)Nc2ccc(C)c(Cl)c2)cc1OC,-17,14,-1,10,1.5,-19,12,-3,-18
CN(C)CCSc1nc(-c2ccccc2)nc2c1COC(C)(C)C2,-5,-5,-3,15,1.1,-12,13,-6,-7
COCc1ccc(CN2CCC(n3nccc3NC(=O)CCCc3ccccc3)CC2)o1,-2,-20,-11,19,2.3,-9,2,-2,-17
CC1(C(=O)Nc2ccc(F)c(Cl)c2)Cc2c(-c3cccc(C(N)=O)c3)ccnc2O1 (stereo not given),.,26,-1,11,5.5,-8,10,1,.
O=C1c2sc3nc4c(c(=O)n3c2C(=O)N1c1ccccc1)CCC4,-5,-4,-8,16,0.8,-20,1,1,-5
C[C@H](c1ccccc1)N1C[C@H](COCc2ccccc2)Oc2cc(N3CCC[C@@H]3CO)ccc2S1(=O)=O,.,9,.,13,2.2,-4,0,.,.
COc1ccc(N2CCN(c3ccc(N4C(=O)COCC4=O)cc3[N+](=O)[O-])CC2)cc1,-6,11,4,-8,2.7,20,6,2,-1
C=CCOC(=O)C1=C[C@@H](C2CCCCC2)C[C@@H](OCc2ccc(CO)cc2)O1,-13,-14,7,-3,-0.3,-5,1,-4,-11
O=C(N/N=C/c1cccc(OC(=O)c2cccc(Br)c2)c1)c1ccncc1,-13,58*,-8,8,7.7,-7,13,10,-19
CCNC(=S)NC1CC2CCCC(C1)N2CCc1ccccc1 (stereo not given),-2,-4,72*,10,0.2,-7,2,-8,-15
CC1CN(C(c2ccco2)c2sc3ncnn3c2O)CC(C)O1 (stereo not given),3,-27,-12,10,0.3,-2,15,-4,2
CCOc1ccc(OCc2ccc(C(=O)N3N=C(C(F)F)CC3(O)C(F)F)o2)cc1 (stereo not given),-3,4,9,9,1.6,-6,3,-7,-5
Cn1c(=O)c(Cc2ccccc2)c(O)c2ccccc21,-2,-5,-3,9,-0.7,0,3,-4,0
O=NN(CCc1ccncc1)c1ccc(OCc2ccccc2)cc1,-9,26,21,-7,13,21,2,-4,62*
CCc1ccc(NC(=O)C2CCCN(S(=O)(=O)c3cnc[nH]3)C2)cc1 (stereo not given),-7,.,-12,-1,0.1,-10,.,-1,-2

# By substructure: the entries above with a Cl atom.
SMILES,OXTR potentiate,TAAR1 antag,M1 antag,M1 PAM parental,M1 ag parental,CHO-K1 Ca antag,TAAR1 ag,M1 ag,CHO parental Ca
Nc1nc(Cl)cc(Oc2ccc([N+](=O)[O-])cc2)n1,-10,-7,0,7,1.2,-9,3,-5,-16
COc1ccc(NC(=S)Nc2ccc(C)c(Cl)c2)cc1OC,-17,14,-1,10,1.5,-19,12,-3,-18
CC1(C(=O)Nc2ccc(F)c(Cl)c2)Cc2c(-c3cccc(C(N)=O)c3)ccnc2O1 (stereo not given),.,26,-1,11,5.5,-8,10,1,.

# Not a retest: two of the compounds above.
SMILES,OXTR potentiate,TAAR1 antag,M1 antag,M1 PAM parental,M1 ag parental,CHO-K1 Ca antag,TAAR1 ag,M1 ag,CHO parental Ca
COc1cc2nc(CN3CCC(Cc4ccccc4)CC3)[nH]c(=O)c2cc1OC,-2,0,23,-11,0.0,2,-1,-4,-8
CC1CC(C)(C)NC(=S)N1CCCC(=O)Nc1ccc(F)c(F)c1 (stereo not given),-1,-3,-1,-9,1.6,-13,0,-5,-8

# Whole records from above. Order of values: OXTR potentiate, TAAR1 antag, M1 antag, M1 PAM parental, M1 ag parental, CHO-K1 Ca antag, TAAR1 ag, M1 ag, CHO parental Ca
# Profile of CC1(C(=O)Nc2ccc(F)c(Cl)c2)Cc2c(-c3cccc(C(N)=O)c3)ccnc2O1 (stereo not given) : ., 26, -1, 11, 5.5, -8, 10, 1, .
# Profile of CC(=O)c1cccc(NC(=O)CCOc2ccccc2)c1 : -8, -2, -8, 24, 3.1, -21, 1, -2, -12

# Later entries.
SMILES,OXTR potentiate,TAAR1 antag,M1 antag,M1 PAM parental,M1 ag parental,CHO-K1 Ca antag,TAAR1 ag,M1 ag,CHO parental Ca
CC1CCc2sc3ncn4nc(C(=O)NCc5ccco5)nc4c3c2C1 (stereo not given),2,7,-5,12,0.7,-3,17,-3,-3
CC(=O)N1CCCc2cc(S(=O)(=O)NC(C(=O)NC3CCCCC3)C(C)C)ccc21 (stereo not given),-4,-8,-7,-11,-0.4,13,1,-4,-16
COc1ccc(S(=O)(=O)n2c(CCN3CCOCC3)nc3ccccc32)cc1,-11,-5,0,12,0.5,-9,1,-6,-25
CS(=O)(=O)CCSc1ncccc1C(=O)NCc1cccs1,-1,-8,-16,-3,0.6,-6,9,-4,-6
CC(C)(C)N(C=C(Cl)Cl)C(=O)NC1CCCCC1,-12,-19,-14,-2,0.1,-9,17,-4,-10
CC1=CS(=O)(=O)CC1SC(=S)N(C)C1CCS(=O)(=O)C1 (stereo not given),-13,-10,-7,18,0.2,-1,1,-8,-8
Cc1ccc(S(=O)(=O)NCc2nnnn2-c2ccc(F)cc2)cc1,.,-11,-6,-1,0.5,2,0,0,.
Cc1ccc(/C=N/NC(=O)CSc2nc3ccccc3s2)o1,-3,9,0,21,9.3,-4,3,-8,-8
CC(=O)Nc1ccc(S(=O)(=O)NC2(C(F)(F)F)NC(=O)N(C3CCCCC3)C2=O)cc1 (stereo not given),0,-2,7,-9,0.1,-12,17,-2,1
CCOc1cc(/C=N/O)ccc1OCc1ccc(C)cc1,3,-9,3,19,0.2,-3,-2,-5,-2
COc1cc(NC(=O)CSCc2ccc(Cl)cc2)c(C(=O)O)cc1OC,-6,-14,-17,10,0.2,-6,6,-2,-5
S=C1NC2(CCCC2)Nc2ccccc21,2,7,-15,10,0.0,-5,1,-2,-3
COC(=O)[C@@]12CCCCN1[C@H](c1ccc(-c3ccc(F)cc3)cc1)[C@@H]1C(=O)N(C)C(=O)[C@@H]12,-5,13,-1,-4,0.1,-13,4,-2,-36
CCOc1ccc(-c2csc(/C(C#N)=C\c3ccc(O)c([N+](=O)[O-])c3)n2)cc1,-5,8,0,6,0.3,-12,1,-3,4
CC(C)C(=O)Nc1cccc(N2CCN(CCCN3C(=O)C4CCCCN4C3=O)CC2)c1 (stereo not given),.,3,-12,14,1.3,-10,0,-7,.
CCOc1ccc(OCCC(=O)OCC(=O)Nc2cc(C)nn2-c2ccccc2)cc1,-9,-44,0,-8,1.0,-9,1,-2,3
CN(C)S(=O)(=O)c1ccc(N2CCCC2)c(C(=O)NNC(=O)COc2cccc(F)c2)c1,-4,2,2,-13,1.3,-5,0,-3,-8
CC[C@@]1(O)C(=O)OCc2c1cc1n(c2=O)Cc2cc3c(N)cccc3nc2-1,15*,-18,13,14,0.3,-7,0,-1,-3
COc1cc(OC)cc(C(=O)NCC(=O)OCC(=O)NCc2ccco2)c1,6,-5,-20,-10,-0.2,-4,-1,-5,-12
O=C(c1ccc(Cl)cc1)c1oc2ccccc2c1CS(=O)(=O)c1ccccc1,-6,-1,-14,15,-0.3,-17,9,-5,-18
Cc1ccccc1OCC(=O)N/N=C1\SCC(=O)N1Cc1ccccc1,1,-18,-10,18,0.3,-9,14,-6,-12
Cc1ccc(NC(=O)C2CCCN(S(=O)(=O)c3cccnc3)C2)cc1C (stereo not given),-15,12,7,-4,5.7,-15,6,-1,-13
CCC(CC)NC(=O)COC(=O)c1cc(SC)ccc1Cl,7,0,-3,2,-0.4,-10,10,-2,-11
COc1ccc(CN2CCN(C3CCSCC3)CC2CCO)c(C)c1C (stereo not given),13,-18,-17,21,1.6,-22,1,-8,-32
Cc1ccnc(NC(=S)NC(=O)/C=C/c2ccc(Cl)cc2)c1,-7,6,-4,4,0.9,-2,3,-3,-1
C=C1c2ccccc2NC(=O)N1c1ccc(C)cc1,-5,-8,-30,18,0.9,-13,4,-3,-17
Cc1ccc(C(=O)NCCc2n[nH]c(=S)n2C)cc1,2,-16,1,7,0.1,9,8,1,1

# Ordered by value in M1 antag (descending): some entries from above.
Molecule	M1 antag
CC(=O)Nc1ccc(S(=O)(=O)NC2(C(F)(F)F)NC(=O)N(C3CCCCC3)C2=O)cc1 (stereo not given)	7
COc1ccc(S(=O)(=O)n2c(CCN3CCOCC3)nc3ccccc32)cc1	0
CC(=O)N1CCCc2cc(S(=O)(=O)NC(C(=O)NC3CCCCC3)C(C)C)ccc21 (stereo not given)	-7
COc1cc(NC(=O)CSCc2ccc(Cl)cc2)c(C(=O)O)cc1OC	-17
